Bioassay records from PubChem.
Mot1-301 SUMO: blocks SUMOylation pathway, rescuing yeast Mot1-301 growth; S. cerevisiae Mot1-301 growth rescue, ATP luminescence, 38.5C; percent above DMSO median, 100 means doubled; AID 2716; actives 1% (n = 320,000); growth rescue, % at 18.8 µM;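 active = every valid replicate shows activation above 250% relative to neutral control wells; inactive = the rest, any valid replicate at or below 250%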;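 also: OY570 slx delta 5 strain wells were the positive control but not used for scaling; some compounds called inactive have numbers as strong as hits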
MITF act: MITF TRPM1 promoter activation in melanoma cells. SK-MEL-5 TRPM1-promoter luciferase, 24 h; % of positive control, neutral wells = 0. activation, % at 12.5 µM. actives 0.75% (n = 300,000). AID 588334;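 active = mean activation of at least 80% with every replicate also reaching 80%; inconclusive = mean reaches 80% but some replicate falls short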;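 also: 0% = neutral control wells and 100% = parthenolide positive control wells; values of inactives mirror those of a sister screen read the other way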
NSD2 HMT inh: inhibitors of human histone methyltransferase NSD2; NSD2 peptide methylation, AlphaScreen, 120 min; inhibition, % at 12.5 µM; actives 0.54% (n = 310,000); in the data active = inhibition above about 50%
PKA-R1A activ: activators of PKA-R1A complex | P00514+P68181 | PKA-R1A dissociation, Cy5-IP20 fluorescence polarization; scaled: DMSO 0%, 113 µM cGMP 100% | activation, % at 11.4 µM | actives 0.083% (n = 340,000);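 active = percent activation above the mean of all tested compounds plus 3 SD, cut at about 19% in these data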;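 also: higher means more PKAc released from R1A so a rise in polarization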
SR-BI HDL uptake: inhibitors of mouse SR-BI mediated HDL lipid uptake. Q61009. ldlA[mSR-BI] CHO cells, DiI-HDL uptake fluorescence, 3 h. inhibition, % at 12.5 µM. actives 0.96% (n = 320,000). AID 488896;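 active = mean replicate inhibition of at least 70% and a set share of replicates each scoring 70 or more; inconclusive = meets just one of the two criteria; inactive = fails both criteria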;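 also: 0% = median of neutral control wells and 100% = median of positive control wells; values of inactives mirror those of a sister screen read the other way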
Target sequence (Q61009 whole entry, looked up): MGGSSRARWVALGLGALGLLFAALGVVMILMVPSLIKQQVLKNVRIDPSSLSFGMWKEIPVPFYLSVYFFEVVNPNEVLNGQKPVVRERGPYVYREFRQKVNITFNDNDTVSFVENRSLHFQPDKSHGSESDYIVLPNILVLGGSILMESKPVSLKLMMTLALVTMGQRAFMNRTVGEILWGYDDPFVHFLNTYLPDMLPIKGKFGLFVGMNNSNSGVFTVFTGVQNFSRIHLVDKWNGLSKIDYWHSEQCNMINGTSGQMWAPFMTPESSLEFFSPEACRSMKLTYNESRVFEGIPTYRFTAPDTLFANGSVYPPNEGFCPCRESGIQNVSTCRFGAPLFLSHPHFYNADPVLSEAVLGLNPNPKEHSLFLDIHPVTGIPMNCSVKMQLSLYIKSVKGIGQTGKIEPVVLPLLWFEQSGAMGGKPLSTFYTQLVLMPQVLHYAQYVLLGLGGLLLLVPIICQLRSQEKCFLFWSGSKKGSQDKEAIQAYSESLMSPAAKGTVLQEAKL
Pemphigus Ab inh: human desmoglein-3 autoantibody binding inhibition | P32926 | DSG3-coupled beads, scFv-anti-DSG3-GFP binding, flow cytometry; stronger effect = lower value | binding (percent of control), % at 10 µM | actives 0.48% (n = 310,000) | AID 588358;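 active = binding more than 3 SD below its plate's average and above zero; inconclusive = below that plate limit but binding exactly zero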;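 also: hits lower antibody fragment binding to DSG3; some compounds called inactive have numbers as strong as hits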
CDK5 inh: blocks human CDK5/p35 kinase activity; Q00535+Q15078; Recombinant CDK5/p35, ADP-Glo luminescence, 60 min; inhibition, % at 10 µM; actives 0.01% (n = 330,000);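 active = highest replicate inhibition of at least 50% and at least 75% of replicates reaching 50%; inconclusive = only one of the two criteria met; inactive = both criteria failed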;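 also: plate controls were DMSO neutral control for no effect and GW8510 at 10 µM for full effect; many of its hits are not listed in these tables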
Target sequence (Q00535 whole entry, looked up): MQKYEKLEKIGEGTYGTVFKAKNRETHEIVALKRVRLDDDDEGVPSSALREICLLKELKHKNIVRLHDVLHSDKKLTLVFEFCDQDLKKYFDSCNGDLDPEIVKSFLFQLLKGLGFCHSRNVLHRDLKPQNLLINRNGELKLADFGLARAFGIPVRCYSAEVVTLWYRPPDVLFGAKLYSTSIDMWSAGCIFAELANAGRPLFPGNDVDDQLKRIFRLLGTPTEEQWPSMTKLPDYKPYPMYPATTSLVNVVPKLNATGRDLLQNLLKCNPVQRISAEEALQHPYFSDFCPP
Target sequence (Q15078 whole entry, looked up): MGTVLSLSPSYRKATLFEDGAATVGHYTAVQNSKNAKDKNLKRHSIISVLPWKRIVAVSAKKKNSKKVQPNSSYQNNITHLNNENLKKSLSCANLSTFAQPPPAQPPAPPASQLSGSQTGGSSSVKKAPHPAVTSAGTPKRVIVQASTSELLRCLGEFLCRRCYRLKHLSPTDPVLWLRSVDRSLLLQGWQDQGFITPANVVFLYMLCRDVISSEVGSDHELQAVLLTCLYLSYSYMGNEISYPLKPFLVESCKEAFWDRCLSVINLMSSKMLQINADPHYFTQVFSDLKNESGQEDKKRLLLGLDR
PKA-R2B activ: activators of human PKA-R2B complex; P22694+P31323; PKA-R2B holoenzyme dissociation, Cy5-IP20 fluorescence polarization; R2B truncated from residue 108, S112A mutant; 0% DMSO only, 100% 113 µM cGMP; activation, % at 11.4 µM; actives 0.079% (n = 340,000); AID 504700;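 active = activation above a cutoff set at the mean over all compounds plus 3 SD, cut at about 18% in these data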;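 also: higher means more holoenzyme dissociation and a rise in polarization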
dFosB act: enhances mouse delta FosB homodimer DNA binding; actives 0.99% (n = 340,000); activation, % at 25 µM; purified delta FosB, TAMRA-CDK5 oligo fluorescence polarization; percent of positive-control signal above neutral wells; P13346;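 active = mean activation above about 17%, with every replicate also reaching it, limit read from the data, passing the limit was not always enough; inconclusive = only one of the two conditions met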;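 also: fluorescence polarization rise as delta FosB binds a TAMRA Cdk5 AP-1 oligo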
SR-BI DiI-HDL act: activators of SR-BI mediated HDL lipid uptake. CHO ldlA[mSR-BI] cells, DiI-HDL uptake fluorescence, 3 h; 100 = double the neutral-control signal. activation, % at 12.5 µM. actives 0.096% (n = 320,000);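 active = mean replicate activation of at least 60% and every replicate at or above 60%; inconclusive = mean or all-replicate condition met, but not both; inactive = mean below 60% and not all replicates reaching 60%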;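 also: 0% = median plate neutral-control signal and 100% = twice that signal; values of inactives mirror those of a sister screen read the other way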
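Test system: SR-BI-overexpressing, LDLR-lacking CHO cells. Measured by: DiI fluorescence, bottom read. Medium: Ham's F12 with 0.5% BSA, HEPES 25 mM, pH 7.4. Timing: 3 h uptake period with compound, 37 °C.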
Arrestin-AP2 inh: blocks beta-arrestin peptide binding to AP2 adaptin; FITC-arrestin peptide / GST-AP2 beads, flow cytometry; AP2 beta2 appendage carries R879A mutation; inhibition, % at 10 µM; actives 0.31% (n = 340,000);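 active = inhibition above a set limit, near 3 SD of compounds lacking own fluorescence, cut at about 54% in these data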;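 also: plate controls were DMSO wells for no effect and 5 µM unlabelled arrestin peptide for full effect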
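System: GST-AP2 R879A glutathione beads; medium: PBS, Tween 20 0.05%, BSA 0.1%; reagent: fluorescein-tagged arrestin peptide at 50 nM final; schedule: pre-incubation 12 min, peptide binding 1 h, room temperature; detection: flow cytometry, FL1 (488/535 nm); read-out: inhibition as reduced fluorescein signal on beads, percent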
* = called active by the depositor; u = inconclusive; x = no result given.

Under each structure – MITF act	dFosB act	CDK5 inh	Mot1-301 SUMO	SR-BI HDL uptake	PKA-R1A activ	Pemphigus Ab inh	Arrestin-AP2 inh	SR-BI DiI-HDL act	NSD2 HMT inh	PKA-R2B activ
> NC(=O)C1CCN(CC(=O)Nc2ccccc2Sc2ccc(Cl)cc2)CC1
 : -0.7	3.4	-0.6	10.5	3.5	4.4	110.8	-5.2	-3.5	-0.6	-6.0
> Nc1nc(CN2CCOCC2)cs1
 : x	7.3	1.0	-2.7	-32.0	-4.1	100.6	-2.2	32.0	-2.6	-18.1
> COC(=O)C1=C(C)N(Cc2ccccc2)C(=NCC(C)C)N[C@H]1c1cccc(F)c1
 : 10.2	-8.3	3.9	79.2	3.2	-12.9	107.7	-6.7	-3.2	x	-5.9
> O=C(NC1CCCC1)C(c1ccccc1)N(C(=O)c1ccno1)c1cccnc1 (stereo not drawn)
 : -1.8	4.4	0.1	5.3	-0.2	-3.2	104.6	-2.9	0.2	5.0	-6.8
> COc1ccc(NC(=O)c2nc[nH]c2C(=O)N2CCN(C(=O)OC(C)(C)C)CC2)cc1
 : 10.9	-8.4	1.6	3.3	-7.3	-6.9	101.6	6.0	7.3	x	-0.1
> NC(=O)NC(=O)COC(=O)c1ccccc1OCc1ccc(F)cc1
 : -16.8	0.1	-2.1	11.0	x	-5.7	91.5	-1.8	x	-0.3	0.8
> CCN(CC)CCOC(=O)c1ccc(NC(=O)COc2cc(=O)n(CC)c3ccccc23)cc1
 : x	-33.4	0.7	10.9	8.4	-0.9	99.6	25.4	-8.4	8.7	-0.8
> CN(c1ccccc1)S(=O)(=O)c1cccc(C(=O)NCCc2ccc(O)c(O)c2)c1
 : -32.5	-3.9	0.8	11.0	41.6	-2.0	99.4	-1.6	-41.6	6.0	-13.3
> CCCCSCCCNC(=S)Nc1ccccc1C
 : 0.6	-3.2	0.0	-8.5	15.2	-0.8	x	35.4	-15.2	-0.1	-9.9
> CC(CCc1ccccc1)NCC(O)c1ccc(O)c(C(N)=O)c1 (stereo not drawn)
 : -2.9	-8.9	-2.3	337.9	8.9	-1.7	x	0.8	24.4	x	-7.4
> O=CN1CCN(C(=O)C(=O)c2cn(CC(=O)N3CCCCC3)c3ccccc23)CC1
 : -3.3	-3.6	-1.7	-0.4	-5.3	-15.4	107.4	-17.4	5.3	-4.7	9.6
> COCCCNC(=S)N(CCCN(C)C)Cc1cc2cc3c(cc2[nH]c1=O)OCCO3
 : -15.9	-7.0	0.7	-15.6	-10.7	-1.1	104.0	-7.5	10.7	7.1	-8.9
> CC[C@@H](C)CN1C(=O)N[C@@H](CCc2ccccc2)C(C(C)=O)=C1C
 : -5.1	2.9	-0.9	-4.7	-22.3	12.7	104.7	0.2	22.3	x	-6.2
> COC(C/C=C/[C@H](O)[C@@H](C)OCc1ccccc1)OC
 : 19.1	-5.5	0.7	-4.5	-9.0	-12.3	99.1	-2.2	9.0	x	17.4
> Cc1cc(O)c(C(C)C)cc1NC1=NS(=O)(=O)c2ccccc21
 : x	4.9	1.7	4.5	5.7	-8.2	100.2	14.2	-5.7	-2.8	-6.8
> CC1CN(S(=O)(=O)c2ccc(C(=O)Nc3nnc(-c4ccc5c(c4)CCCC5)o3)cc2)CC(C)O1 (stereo not drawn)
 : -22.0	-0.7	0.5	9.9	-10.4	0.3	97.0	2.8	10.4	x	6.0
> O=S(=O)(c1ccc(Br)c2ccccc12)N1CCOCC1
 : x	-5.0	1.9	-5.0	20.7	-6.3	124.8	22.5	-20.7	-5.1	6.8
> O=C(c1ccc(=O)oc1)N1CCOCC1
 : 4.5	-7.0	-0.3	-13.8	-21.7	4.5	113.5	1.1	21.7	-2.8	-3.1
> O=C(CN1C(=O)/C(=C\c2ccco2)SC1=S)Nc1ccc(O)cc1C(=O)O
 : -7.4	-5.0	-10.4	10.8	-7.9	-2.1	101.0	2.7	7.9	x	5.0
> CCNC(=O)CCC(=O)Nc1cc(Cl)ccc1C
 : 0.2	2.4	1.2	-4.7	-16.1	-13.6	106.2	-3.1	16.1	-4.3	-18.7
> C[n+]1cccc2ccc3c(c21)OC(N)=C(C#N)C3c1ccccc1 (stereo not drawn)
 : x	-2.9	-0.2	-21.3	-20.7	x	95.6	-9.3	20.7	5.6	x
> Cc1cc(C)nc(-n2ncc3c2CC(c2ccc(C(C)C)cc2)CC3=O)n1 (stereo not drawn)
 : -20.1	-31.2	-1.4	1.1	-19.7	7.5	81.2	-7.4	19.7	1.2	13.9
> Cc1ccc(S(=O)(=O)NCC(=O)OCC(=O)Nc2cccc(S(=O)(=O)N3CCOCC3)c2)cc1
 : 1.6	-13.3	-0.2	-1.7	-12.0	-5.6	102.8	-9.6	12.0	-2.4	-1.5
> Cc1cccnc1CCNC(=O)CCc1nnc(CCc2ccccc2)o1
 : 6.1	-2.1	0.9	-2.1	x	9.2	96.0	-10.1	x	x	7.7
> Cc1ccc(CNC(=O)C23CN(Cc4ccccc4)CC2C(c2cccc([N+](=O)[O-])c2)=NO3)cc1 (stereo not drawn)
 : 2.3	9.2	0.7	33.7	-20.7	-2.2	103.2	-2.2	20.7	x	9.1
> CC(C)c1ccc(/C=C/C(=O)N2CCOCC2)cc1
 : u	-7.3	-0.1	-19.6	-20.9	-3.5	105.0	5.6	20.9	-2.7	-2.6
> COc1cccc(C(=O)CC(=O)C(=O)Nc2ccc([N+](=O)[O-])cc2C)c1
 : 0.2	1.7	-1.0	-1.2	9.2	-9.2	102.6	4.1	-9.2	24.4	4.0
> CCc1cc2c(=O)c(-c3nc4ccccc4n3C)coc2c(CN2CCOCC2)c1O
 : 2.4	-1.6	0.3	15.9	11.0	-3.8	94.5	-4.9	-11.0	0.5	2.2
> Cc1ccc(-n2nc3c(=O)n(CCCC(=O)N4CCC(C)CC4)nc(C)c3c2C)cc1
 : -18.6	-10.4	0.9	3.1	33.1	15.6	106.3	-5.7	-33.1	0.3	-0.1
> CCN(CC)C(=O)N1CCN(c2c([N+](=O)[O-])c(=O)oc3ccccc23)CC1
 : -10.4	6.5	-1.1	6.3	1.2	5.1	99.6	0.2	-1.2	-0.5	10.4
> C=CCNC(=O)c1onc(CSc2ccc(C(C)C)cc2)c1C(=O)O
 : 6.6	-4.3	-2.6	8.7	-3.1	7.1	99.4	2.5	3.1	x	11.5
> O=C1CCCCc2sc(Br)c([N+](=O)[O-])c2N1
 : -29.2	-2.8	0.0	2.8	-27.4	8.7	101.0	6.5	27.4	11.0	-0.2
> CSc1nsc(SCc2ccc(F)cc2)n1
 : 28.9	1.1	0.5	-3.2	12.2	-0.9	100.4	-4.2	-12.2	-2.6	-7.7
> O=C(N/N=C/C=C/c1ccccc1)C1CC1c1ccccc1 (stereo not drawn)
 : 7.3	0.9	-0.5	13.5	3.8	1.9	106.5	-3.6	-3.8	0.4	-8.6
> CCCCOc1cccc(C(=O)NC(=S)Nc2cccc(NC(=O)c3ccccc3Cl)c2)c1
 : 10.4	-1.8	0.6	-37.8	59.0	-1.7	x	3.0	-59.0	-0.9	-3.7
> Cc1cccc(OCC(=O)N(Cc2ccc(F)cc2)C2CCS(=O)(=O)C2)c1C (stereo not drawn)
 : 6.4	-6.3	-1.8	-12.7	-5.4	3.5	x	20.3	5.4	-5.1	-8.1
> COc1cc(OC)c(C2=NOC(C(=O)NCc3cccnc3)C2)cc1Cl (stereo not drawn)
 : x	-1.5	0.0	2.1	12.5	2.7	99.3	-7.0	-12.5	-3.1	-2.2
> CCCCc1noc(-c2c(-c3ccccc3Cl)noc2C)n1
 : -7.9	1.6	1.2	-6.6	0.3	-6.7	115.0	14.8	-0.3	-11.5	-9.5
> Cc1nc2ccccc2c2nc(NC(=O)C(F)(F)F)nn12
 : 13.5	1.4	-0.2	-8.3	-19.4	-2.4	98.1	3.2	19.4	2.6	-1.2
> C=C(C)CSc1nc2sc3c(c2c(=O)n1-c1ccc(C)cc1)CCN(C)C3
 : 7.7	-13.3	0.5	x	8.4	-6.9	110.3	-3.9	-8.4	2.1	3.6
> Cc1cccc(N(C(=O)Cn2nnc(-c3ccc(C)o3)n2)C(C(=O)NC2CCCC2)c2ccncc2)c1 (stereo not drawn)
 : -1.4	0.7	-1.2	66.7	-16.1	0.8	x	3.3	16.1	-2.3	1.7
> COc1ccc(N/N=C(/C)c2cnnc(-c3ccccc3)n2)cc1
 : 20.6	-2.5	1.3	0.4	5.3	-12.8	117.7	10.6	-5.3	0.7	-6.3
> O=C1NC(c2ccc(Cl)cc2)Oc2ccccc21 (stereo not drawn)
 : x	-3.3	-7.1	0.4	-0.8	3.4	117.5	8.5	0.8	-1.6	-4.9
> CC(=O)Nc1ccc(S(=O)(=O)NC2=C(N3CCN(C)CC3)C(=O)c3ccccc3C2=O)cc1
 : -83.8	-1.0	-1.5	1.7	-9.8	-4.5	128.5	-17.1	9.8	28.7	-4.2
> Cn1cc(/C=N/NC(=O)c2ccccc2O)c2ccccc21
 : x	-2.8	0.3	0.5	17.6	-5.5	99.0	-5.0	-17.6	1.1	-5.9
> CCOC(=O)C1=C(C)NC(=S)N(C=O)C1c1ccccc1 (stereo not drawn)
 : -7.7	-5.8	-2.6	-13.6	43.7	-11.7	111.2	-8.7	-43.7	-1.2	-6.9
> Nc1cc(=O)[nH]c(SCC(=O)Nc2ccc(Cl)c(Cl)c2)n1
 : 8.0	-6.5	-0.4	4.3	-12.5	5.4	98.4	2.6	12.5	115.5*	-0.3
> Cc1cc(C)c(S(=O)(=O)NC2CC3CCC2C3)c(C)c1 (stereo not drawn)
 : 3.3	-10.3	-1.0	23.6	x	2.4	91.5	14.8	x	-6.1	7.5
> COCCC(=O)NNS(=O)(=O)c1ccc(Cl)cc1
 : -10.3	0.2	0.8	-13.3	-20.5	-16.6	104.8	-3.0	20.5	-3.5	-5.1
> CCCCNS(=O)(=O)c1ccc2nc(SCC(=O)Nc3ccccc3Cl)[nH]c2c1
 : -17.2	0.1	0.5	-0.7	3.1	6.3	x	8.2	-3.1	0.1	-1.7

Outcome played no part in choosing rows; any-hit rate near 4.7%.
